# b-catenin transl = beta-catenin nuclear translocation modulation. nuclear translocation activity, % at 5 µM. HeLa beta-catenin nuclear translocation, immunofluorescence imaging. 0.3% of 190,000 active. AID 1665;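 active means nuclear translocation activity above 50% at 5 µM, with a well cell count of 50 or more; inconclusive means wells under 50 cells across six images, flagged as toxic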;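 further: per-cell ratio of nuclear to cytoplasmic median beta-catenin stain intensity; plate controls were DMSO negative control for no effect and GSK-3 inhibitor IX positive control for full effect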
#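 Technique: fluorescence imaging of beta-catenin antibody stain plus DAPI / Material: human HeLa cell line / Incubation: compound treatment 24 h, 37°C, 5% CO2 / Read-out basis: % activation of per-cell nuclear versus cytoplasmic median beta-catenin signal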
# Salmonella PhoP GFP = PhoP-dependent GFP reporter repression – Salmonella Typhimurium, primary screen (AID 1863) | S. Typhimurium PhoP-regulated promoter GFP reporter, 4 h; higher % means a stronger effect | one-dose inhibition, % at 50 µM; IC50 in µM for titrated hits | 0.16% of 300,000 active;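 active means inhibition over 29.93%, a cutoff 3 SD above the screen mean, later confirmed by dose response; inconclusive means inhibition over 29.93% but no dose response follow-up; inactive means inhibition at most 29.93% or unconfirmed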;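 further: 0% = low Mg2+ inducing control and 100% = high Mg2+ repressing control; strong numbers were not always called active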
# RSV antiviral HEp-2 = inhibition of RSV-induced cytopathic effect – HEp-2 cells, primary 10 µM value included (AID 2391). HEp-2 cells, RSV-induced CPE inhibition; higher % means a stronger effect. CPE inhibition, % at 10 µM, or IC50 in µM where a hit was titrated. 0.13% of 310,000 active; in the data active means a potency from the dose series; inconclusive means CPE inhibition mostly from about 23% at the one dose, without a potency; inactive means the rest, 99 in 100 with CPE inhibition below about 21%; further: strong numbers were not always called active
# Myeloid diff 2 = promotes myeloid progenitor differentiation. ER-HoxA9 myeloid progenitors, lysozyme-GFP differentiation, flow cytometry. calls only at 10 µM. 1% of 360,000 active. AID 624256;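 active means normalized GFP-positive differentiation at or above the plate's own cutoff, the solvent-only control mean plus 3 SD; inconclusive means no clear call, values can overlap the other calls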;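 further: cells exposed to compound for four days before flow analysis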
# T cell modulator = modulates CD8 T cell binding to vesicles | 2C CD8+ T cell-vesicle binding, flow cytometry; hits give low values | calls only at 7 µM | 0.068% of 330,000 active;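 active means response, share of CD8 T cells binding vesicles, and their 90th percentile fluorescence all below set limits, cut at about 80% in these data, passing the limit was not always enough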
#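 Assay system: 2C TCR transgenic mouse naive CD8+ T cells, MACS-purified | Read-out: CD8+ gate FL2 mean fluorescence as % of same-row positive control | Signal: High-throughput flow cytometry with anti-B7-1 and anti-CD8 staining | Timing: Binding step 1.5 h, 37 °C, antibody labelling 20 min, ice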
# West Nile virus CPE = inhibition of WNV-induced cytopathic effect – cell-based, CPE readout (AID 1621); West Nile virus-infected cells, CPE inhibition; higher % means a stronger effect; one-dose CPE inhibition, % at 10 µM; IC50 in µM for titrated hits; 0.02% of 290,000 active; in the data active means a potency from the dose series; inconclusive means CPE inhibition mostly from about 3.7% at the one dose, without a potency; inactive means the rest, 99 in 100 with CPE inhibition below about 2.2%; further: strong numbers were not always called active
# Rac1 GTP hydrolysis = MgcRacGAP GTPase-activating activity inhibitors, confirmation, biochemical, ADP Hunter fluorescence; MgcRacGAP-stimulated Rac1 GTP hydrolysis, ADP Hunter fluorescence; higher % means a stronger effect; GST-tagged Rac1 F28L mutant substrate; one-dose inhibition, % at 30 µM; IC50 in µM for titrated hits; 0.6% of 340,000 active;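 active means first-screen hits whose inhibition reached a set limit at any dose in the follow-up dose series; inconclusive means inhibition above the set first-screen limit but never retested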;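 further: fluorescence reports GDP produced by GAP-driven GTP hydrolysis; strong numbers were not always called active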
# WT yeast gro inh = growth inhibition of WT yeast, mitochondrial fusion screen; mitochondrial fusion phenotypic screen, WT strain; inhibition, % at 10 µM; 2.1% of 190,000 active; in the data active means inhibition above about 58%; tested in S. cerevisiae
# Large T inhibition = SV40 large T antigen inhibitors, biochemical (AID 1903); inhibition, % at 20 µM, or IC50 in µM where a hit was titrated; SV40 large T antigen ATPase/helicase inhibition assay; higher % means a stronger effect; 0.39% of 310,000 active; in the data active means a potency from the dose series; inconclusive means inhibition mostly from about 32% at the one dose, without a potency; inactive means the rest, 99 in 100 with inhibition below about 32%; further: strong numbers were not always called active
# WT yeast gro inh mutant strain = further read-out of WT yeast gro inh, marked with its call; inhibition, %; mitochondrial fusion phenotypic screen, mutant strain inhibition
# b-catenin transl cell count 5 µM = recorded beside b-catenin transl, whose call it bears; cell count; measured here: cell count, cytotoxicity flag
# T cell modulator vesicle-bound % = further read-out of T cell modulator, marked with its call; double positive events, %; measured here: CD8+ vesicle-bound cell fraction;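 binding gate set so that unloaded-vesicle control wells show 10% double positive cells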
# Myeloid diff 2 GFP+ MAC1+ % = recorded beside Myeloid diff 2, whose call it bears; GFP+ MAC1+ double positive, %; measured here: differentiation confirmed by MAC1 staining
# * hit, by the source's call; i = inactive; ? = inconclusive; . = no result given.
cpd	SMILES	b-catenin transl	b-catenin transl cell count 5 µM	Salmonella PhoP GFP	RSV antiviral HEp-2	Myeloid diff 2	Myeloid diff 2 GFP+ MAC1+ %	T cell modulator
1	CN1C(=O)[C@@H]2C[C@@]3([C@@]45C[C@H]6C(=O)N(C)[C@@H](Cc7ccccc7)C(=O)N6[C@@H]4Nc4ccccc45)c4ccccc4N[C@H]3N2C(=O)[C@@H]1Cc1ccccc1	.	.	22%	1.4%	i	2.4	i
2	NC(=S)N=Nc1c(O)n(CCCl)c2ccc(Cl)cc12	0.0	1068	-1%	-1.2%	i	0.6	i
3	Cn1nc(C2CC2)cc1NC(=O)CC(CC(=O)O)c1ccccc1 (stereo unspecified)	0.0	1004	-2%	1.9%	i	0.4	i
4	CCN1CCN(S(=O)(=O)c2c[nH]c(C(=O)OC)c2)CC1	.	.	.	1.7%	i	2.2	i
5	CN(C)N1C(N)=C(C#N)C(c2ccccc2)C2=C1CC(C)(C)CC2=O (stereo unspecified)	.	.	5%	1.9%	i	0.3	i
6	COc1cccc(/C=N/NC(=O)C(=O)NCc2ccco2)c1OC	-0.2	1066	5%	0.5%	i	0.2	i
7	C[n+]1ccc(/C=C/c2c[nH]c3ccccc23)cc1	.	.	-62%	3.5%	?	.	i
8	NCCNc1ccc(C(=O)N2c3ccccc3Sc3ccccc32)cc1[N+](=O)[O-]	.	.	0%	-0.3%	i	1.0	i
9	CCOC(=O)c1ccccc1NC(=O)COC(=O)CN1C(=O)NC2(CCCC2)C1=O	.	.	3%	1.8%	i	0.9	i
10	CCN(Cc1nc(-c2ccc(Cl)cc2)no1)CC1CCCO1 (stereo unspecified)	0.8	953	1%	5.1%	i	0.5	i
11	Cc1ccc(S(=O)(=O)/N=C(/Nc2ccc(F)cc2F)c2ccccc2)cc1	.	.	-5%	2.2%	i	1.6	i
12	CN(Cc1ccccc1)C(=O)COC(=O)C1=NNC(=O)CC1	.	.	22%	2.0%	i	0.8	i
13	Cc1cc(C)c2c(N)c(C(=O)c3ccccc3)sc2n1	1.2	1322	-8%	.	i	0.0	i
14	Cc1sc(=NC(=O)c2ccco2)n(C)c1-c1ccccc1	.	.	5%	0.8%	i	1.7	i
15	CCN(C(=O)COc1ncnc2scc(-c3ccc(F)cc3)c12)C1CCS(=O)(=O)C1 (stereo unspecified)	-4.8	1199	10%	3.3%	i	0.5	i

cpd	T cell modulator vesicle-bound %	West Nile virus CPE	Rac1 GTP hydrolysis	WT yeast gro inh	WT yeast gro inh mutant strain	Large T inhibition
1	14	.	4%	.	.	5%
2	50	1.1%	3%	-18	-16	28%
3	5	0.4%	.	.	.	10%
4	36	-0.3%	0%	.	.	16%
5	18	-1.4%	-4%	.	.	25%
6	38	0.8%	5%	7	10	11%
7	53	-1.6%	20%	28	1	9%
8	15	?	9%	.	.	12%
9	29	-0.3%	7%	.	.	6%
10	62	-0.8%	12%	15	48	18%
11	34	-0.2%	15%	.	.	6%
12	47	-0.3%	7%	1	5	3%
13	25	0.7%	.	.	.	7%
14	21	0.4%	2%	32	36	4%
15	50	-0.2%	3%	13	19	-10%

# Single records, from the list above. Order of screens: b-catenin transl, b-catenin transl cell count 5 µM, Salmonella PhoP GFP, RSV antiviral HEp-2, Myeloid diff 2, Myeloid diff 2 GFP+ MAC1+ %, T cell modulator, T cell modulator vesicle-bound %, West Nile virus CPE, Rac1 GTP hydrolysis, WT yeast gro inh, WT yeast gro inh mutant strain, Large T inhibition
# CCOC(=O)c1ccccc1NC(=O)COC(=O)CN1C(=O)NC2(CCCC2)C1=O is entered as ., ., 3%, 1.8%, i, 0.9, i, 29, -0.3%, 7%, ., ., 6%
# CN(Cc1ccccc1)C(=O)COC(=O)C1=NNC(=O)CC1 is entered as ., ., 22%, 2.0%, i, 0.8, i, 47, -0.3%, 7%, 1, 5, 3%
# CCN(C(=O)COc1ncnc2scc(-c3ccc(F)cc3)c12)C1CCS(=O)(=O)C1 (stereo unspecified) is entered as -4.8, 1199, 10%, 3.3%, i, 0.5, i, 50, -0.2%, 3%, 13, 19, -10%

# (more compounds)
cpd	SMILES	b-catenin transl	b-catenin transl cell count 5 µM	Salmonella PhoP GFP	RSV antiviral HEp-2	Myeloid diff 2	Myeloid diff 2 GFP+ MAC1+ %	T cell modulator
16	CCc1nc2sc3ccccc3c(=O)c2c(=O)n1CCOC	-1.3	1432	10%	1.8%	i	1.5	i
17	CNc1ccc(/C=C/C(=O)c2cccc3ccccc23)cc1[N+](=O)[O-]	.	.	3%	?	i	2.1	i
18	Cc1cccc(C(=O)NC2CCN(C(=O)Nc3ccc(F)cc3)CC2)c1	.	.	3%	2.5%	i	0.4	i
19	COC(=O)c1sc2ncn(-n3c(C)ccc3C)c(=O)c2c1C	1.0	1111	-10%	-1.1%	i	0.9	i
20	COc1cnc(-c2ccccc2)[nH]c1=O	0.8	1092	3%	0.5%	i	0.5	i
21	CCCCC(OC(=O)c1cc2occc2n1C)C(=O)NCC1CCCO1 (stereo unspecified)	1.6	1188	0%	0.8%	i	1.3	i
22	CC(C)(OC(=O)NC(=O)C(F)(F)F)C(C)(C)OC(=O)NC(=O)C(F)(F)F	-0.4	1028	3%	0.8%	i	0.1	i
23	CCC(CC)c1nnc(NC(=O)c2cc(-c3ccccc3)nc3ccccc23)s1	0.3	1088	-1%	?	i	1.1	i
24	COc1ccc(N2C(=S)NC3N2C(=S)NC3(C)c2ccccc2)cc1 (stereo unspecified)	11	1060	-1%	-1.4%	i	0.1	i
25	O=C1C2C3C=CC(C4CC34)C2C(=O)N1/N=C/c1ccc(-c2ccc([N+](=O)[O-])cc2)o1 (stereo unspecified)	-0.3	1581	-5%	2.4%	i	0.2	i
26	CC(C)(C)OC(=O)NCCCC[C@@H](C(=O)N1CCN(C(=O)OC(C)(C)C)CC1)n1cc(C(CO)NC(=O)OC(C)(C)C)nn1 (stereo partly specified)	-2.7	1154	-2%	0.2%	i	1.2	.
27	O=C(NC1CCCCC1)C(c1ccccc1F)N(Cc1ccco1)C(=O)Cn1nnc2ccccc21 (stereo unspecified)	2.4	1416	12%	0.8%	i	1.0	i
28	Cc1cccc(C)c1NC(=O)Cn1nnnc1N	0.0	1058	1%	2.9%	i	0.8	i
29	CCOc1ccc(CCNC(=O)C2CC(=O)N(CCc3ccc(OC)c(OC)c3)C2)cc1OCC (stereo unspecified)	.	.	-6%	3.2%	i	1.6	i
30	CCC1CCCCN1CCCNC(=O)c1ccc(/C=C2/Sc3ccccc3NC2=O)cc1 (stereo unspecified)	.	.	-9%	22%	?	.	i

cpd	T cell modulator vesicle-bound %	West Nile virus CPE	Rac1 GTP hydrolysis	WT yeast gro inh	WT yeast gro inh mutant strain	Large T inhibition
16	14	0.7%	10%	-2	11	2%
17	48	-1.0%	1%	18	5	-8%
18	24	-1.1%	6%	.	.	2%
19	61	.	3%	3	7	4%
20	52	.	9%	9	-7	-4%
21	15	0.4%	8%	-14	-10	2%
22	54	0.0%	6%	2	-2	14%
23	34	-1.1%	4%	9	-17	9%
24	49	0.7%	19%	5	6	10%
25	59	0.0%	12%	3	1	15%
26	.	-0.1%	4%	-8	10	9%
27	34	.	5%	-5	-3	-3%
28	65	0.1%	0%	-9	9	23%
29	34	.	1%	.	.	7%
30	15	10%	.	.	.	27%

# (continued)
cpd	SMILES	b-catenin transl	b-catenin transl cell count 5 µM	Salmonella PhoP GFP	RSV antiviral HEp-2	Myeloid diff 2	Myeloid diff 2 GFP+ MAC1+ %	T cell modulator
31	COc1ccccc1OCC(=O)NCCS(=O)(=O)N1CCN(c2ccc(F)cc2)CC1	.	.	1%	2.7%	i	0.8	i
32	COc1cc(/C=N/NC(=O)CSc2nc3ccccc3n2C)cc(OC)c1OC	-4.4	536	8%	1.0%	i	0.6	i
33	Cc1ccc2sc(N3CCN(CCNC(=O)c4ccco4)CC3)nc2c1C	.	.	-5%	8.9%	i	0.7	i
34	COc1ccc(C(=O)NNC(=S)NC(=O)c2cccnc2)cc1	1.0	1076	-7%	1.0%	i	0.4	i
35	COc1ccc(C)cc1NC(=O)CCCN1C(=S)NC(C)(C)CC1C (stereo unspecified)	-1.8	1132	-1%	0.2%	i	2.0	i
36	COc1ccc(-c2noc(CCCc3ccccc3)n2)cc1OC	-2.1	1157	6%	3.8%	i	2.0	i
37	Nc1nc(SCC(=O)c2ccc(F)cc2)n[nH]1	-3.5	1160	-8%	0.7%	i	0.4	i
38	CCC(C)C(NC(=O)OCc1ccccc1)C(=O)NCC(c1ccccc1)N(C)C (stereo unspecified)	.	.	10%	0.4%	i	1.1	i
39	CC(=O)N1c2c(cc(Br)cc2S(=O)(=O)NCC2COc3ccccc3O2)CC1C (stereo unspecified)	.	.	-12%	21%	i	0.5	i
40	CCCC1=C(C(=O)OCC)C(c2ccc(NC(C)=O)cc2)NC(=O)N1 (stereo unspecified)	-0.4	1052	3%	-0.7%	i	11	i
41	COc1ccc2nc(SCC(=O)NC3CC3)c(C#N)cc2c1	.	.	-3%	4.6%	i	1.8	i
42	CCCN(CCC)C(=O)CC(c1ccc(F)cc1)c1ccco1 (stereo unspecified)	.	.	-2%	2.1%	i	1.3	i
43	COc1cc(C(=O)NC(C)c2ccccc2)ccc1OCC(=O)N1CCOCC1 (stereo unspecified)	.	.	.	0.8%	i	0.6	i
44	Cc1cc(=O)n2[nH]c(COc3ccccc3)nc2n1	-0.6	1031	-6%	1.6%	i	0.8	i
45	Cc1onc(-c2ccccc2Cl)c1C(=O)N(C)C1CCCCC1	.	.	2%	0.7%	i	2.1	i

cpd	T cell modulator vesicle-bound %	West Nile virus CPE	Rac1 GTP hydrolysis	WT yeast gro inh	WT yeast gro inh mutant strain	Large T inhibition
31	30	-0.5%	8%	.	.	7%
32	54	-0.6%	-9%	11	8	-2%
33	49	.	8%	.	.	11%
34	28	0.3%	11%	-8	-17	7%
35	62	-0.6%	6%	-22	0	6%
36	48	-0.9%	7%	45	37	19%
37	42	-0.3%	7%	5	-13	15%
38	40	-0.5%	8%	.	.	1%
39	46	-1.4%	11%	-7	-4	4%
40	17	-0.4%	-3%	61*	52*	1%
41	19	-0.6%	5%	.	.	-1%
42	44	-0.6%	2%	13	7	5%
43	36	.	6%	.	.	.
44	40	1.9%	7%	-12	4	13%
45	55	-0.5%	5%	10	6	-2%

# Compound activity deposited in PubChem BioAssay by several laboratories.
